# NPY-Y1 antag: NPY-Y1 receptor antagonists, primary screen, cell-based; Neuropeptide Y receptor type 1 (Homo sapiens), P25929; HEK293-CNG Y1 cells, membrane potential fluorescence; NPY at EC95, then isoproterenol; inhibition, % at 3.6 µM; 200,000 tested, 1% active; AID 1040, 2008;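 active = inhibition above the campaign mean inhibition of all tested compounds plus 3 SD, cut at about 20% in these data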;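 note: 0% = DMSO wells given NPY plus isoproterenol and 100% = isoproterenol alone without NPY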
# Target sequence (P25929 whole entry, looked up): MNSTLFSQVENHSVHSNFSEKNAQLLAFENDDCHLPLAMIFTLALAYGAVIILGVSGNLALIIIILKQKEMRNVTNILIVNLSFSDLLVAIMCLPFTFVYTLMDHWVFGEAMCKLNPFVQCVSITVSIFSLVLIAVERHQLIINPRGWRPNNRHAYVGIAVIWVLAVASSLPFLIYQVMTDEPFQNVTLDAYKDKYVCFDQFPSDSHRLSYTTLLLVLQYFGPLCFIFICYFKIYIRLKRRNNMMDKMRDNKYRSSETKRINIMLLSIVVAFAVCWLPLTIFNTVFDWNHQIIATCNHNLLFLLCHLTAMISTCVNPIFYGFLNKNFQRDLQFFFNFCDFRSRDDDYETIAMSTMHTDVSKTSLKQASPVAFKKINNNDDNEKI
#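 Material: Y1- and CNG-channel-expressing HEK293 cells / Probe or stimulus: NPY 25 nM then isoproterenol 1 µM plus Ro 20-1724 25 µM / Doses: 3.6 µM single dose, DMSO 0.4% / Schedule: compound incubation 1 h at room temperature, readout 45 min post-stimulation / Signal: membrane potential fluorescence / Benchmarks: isoproterenol-only wells as full block versus NPY-plus-isoproterenol wells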
# 14-3-3 Bad inh: inhibitors of 14-3-3 zeta/Bad binding, primary screen, biochemical, TR-FRET, bovine 14-3-3 zeta; 14-3-3 protein zeta/delta (Bos taurus), P63103; TR-FRET 14-3-3zeta/Dy647-pBad peptide displacement, 1 h; inhibition, % at 21.7 µM; 220,000 tested, 0.71% active; AID 781, 2007;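 active = inhibition above about 70%, limit read from the data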;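 note: 0% = full 14-3-3 plus peptide FRET controls and 100% = background without 14-3-3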
# Target sequence (P63103 whole entry, looked up): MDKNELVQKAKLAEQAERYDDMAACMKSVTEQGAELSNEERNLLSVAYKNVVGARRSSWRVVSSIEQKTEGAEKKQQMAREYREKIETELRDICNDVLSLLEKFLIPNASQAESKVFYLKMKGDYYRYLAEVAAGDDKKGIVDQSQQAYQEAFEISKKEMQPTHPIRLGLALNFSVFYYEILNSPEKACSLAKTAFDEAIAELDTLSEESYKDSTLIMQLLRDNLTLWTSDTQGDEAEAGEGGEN
# EP2 mod: EP2 receptor modulators, cAMP readout, primary screen, cell-based, HTRF cAMP, PGE2 stimulation; Prostaglandin E2 receptor EP2 subtype (Homo sapiens), P43116; EP2-expressing cells, cAMP HTRF FRET, PGE2 co-stimulation; 260,000 tested, 0.83% active; induction, % at 25 µM;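 active = compounds whose cAMP rise, as percent of the full-agonist control response, exceeds 60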;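 note: rat C6 glioma line stably carrying human EP2 under a CMV promoter; the protocol text gives 20 µM as final concentration; 100% = response of wells given 1 µM PGE2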
# Target sequence (P43116 whole entry, looked up): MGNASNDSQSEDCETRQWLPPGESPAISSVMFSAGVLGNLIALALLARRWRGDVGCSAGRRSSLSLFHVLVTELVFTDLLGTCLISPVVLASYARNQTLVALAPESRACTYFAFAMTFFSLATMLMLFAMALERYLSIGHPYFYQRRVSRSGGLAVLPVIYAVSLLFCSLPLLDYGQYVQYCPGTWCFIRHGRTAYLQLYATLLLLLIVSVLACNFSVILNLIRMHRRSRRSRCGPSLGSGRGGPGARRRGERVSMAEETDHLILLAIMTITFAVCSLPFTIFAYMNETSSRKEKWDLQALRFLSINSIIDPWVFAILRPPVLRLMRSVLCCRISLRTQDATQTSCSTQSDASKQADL
# PPC-1+TRAIL kill: compounds killing PPC-1 cancer cells with TRAIL present, primary screen, TRAIL potentiator project, ATPLite luminescence, uHTS. PPC-1 cells + TRAIL, ATPLite viability luminescence. cell killing (% activity), % at 4 µM. 220,000 tested, 0.41% active. AID 1443, 2008;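 active = cell killing above 50% in the first pass at 4 µM, then a duplicate retest at 5 µM averaging 50% or more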;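 note: plate controls were cells with TRAIL plus DMSO for no effect and medium-only wells lacking cells for full effect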
# TRPML3 agonist: human TRPML3 channel agonists, primary screen, cell-based, HEK293 TRPML3-YFP, Fluo-8 calcium fluorescence, 3 µM | activation, % at 3 µM | 100% = the carbachol control signal | 220,000 tested, 0.29% active;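 active = activation above its plate's cutoff, the mean activation of the plate's test wells plus 3 SD, cut at about 12% in these data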;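 note: 0% = DMSO only wells and 100% = carbachol wells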
#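 system = HEK293 cells stably carrying human TRPML3-YFP | doses = one concentration, 3 µM nominal, 0.3% DMSO | timing = dye loading 1 h 37 °C then 30 min ambient, 125 s read | detection = Fluo-8 calcium dye fluorescence, ex 470-495, em 515-575 nm | benchmarks = high control carbachol 87 µM, low control DMSO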
# CHOP inhibitor: inhibitors of CHOP promoter induction, primary screen, cell-based, unfolded protein response, luciferase reporter | CHO-K1 CHOP-promoter luciferase, tunicamycin-induced, 15-18 h | inhibition, % at 10 µM | 220,000 tested, 3.8% active | AID 2732, 2010;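 active = compounds that reduced the stress-induced luciferase reporter signal by more than about 70% of percent inhibition, limit read from the data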;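 note: 0% = tunicamycin plus vehicle and 100% = wells without tunicamycin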
# TRPN1 ag: zebrafish TRPN1 channel agonists, primary screen, cell-based, HEK293, calcium fluorescence; HEK293 zebrafish TRPN1-YFP, Fluo-8 calcium fluorescence; 100% = response to 87 µM carbachol; activation, % at 3 µM; 220,000 tested, 0.18% active;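 active = activation above its plate's cutoff, the mean activation of test wells on that plate plus 3 SD, cut at about 19% in these data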;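 note: 0% = DMSO alone and 100% = 87 µM carbachol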
#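 Assay system: Zebrafish TRPN1-YFP in HEK293 cells | Incubation: Dye loading 1 h at 37 °C, then 30 min room temperature | Measured by: Kinetic Fluo-8 fluorescence, ex 470-495, em 515-575 nm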
# NPY1 pot ag: NPY-Y1 receptor potentiators or agonists, primary screen, cell-based; activation, % at 3.6 µM; NPY-Y1 expressing cells, potentiator/agonist activation; 220,000 tested, 0.37% active; Neuropeptide Y receptor type 1 (Homo sapiens), P25929; AID 1304, 2008; in the data active = activation above about 33%, passing the limit was not always enough;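 note: cells stimulated with NPY at EC10 then isoproterenol at EC100; 0% = low agonist plus stimulus and 100% = saturating agonist plus stimulus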
# EP2 antag: human EP2 receptor antagonists, primary screen, TR-FRET cAMP, C6 glioma cells. Prostaglandin E2 receptor EP2 subtype (Homo sapiens), P43116. C6 glioma cells expressing human EP2; cells stimulated with saturating PGE2. inhibition, % at 25 µM. 260,000 tested, 0.52% active. AID 1422, 2008;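 active = percent inhibition above 40 after rounding to a whole number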;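 note: rat C6 glioma host cells with rolipram phosphodiesterase inhibitor present; the protocol text gives 20 µM as final concentration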
# * hit, by the source's call; . = not tested or not shown; & = joins results of further samples; [ ] = another dose, or the depositor's remark.
# Every second line gives: NPY-Y1 antag	14-3-3 Bad inh	EP2 mod	PPC-1+TRAIL kill	TRPML3 agonist	CHOP inhibitor	TRPN1 ag	NPY1 pot ag	EP2 antag
- Oc1ccc(Nc2nc(-c3ccc4ccccc4c3)cs2)cc1
→ -11	-5	3	28	0.4	.	-0.9	31	9
- COc1ccccc1N1CCN(C(=O)c2cc3c(s2)CCC3)CC1
→ 0	1	-14	5	0.1	23	1.4	13	6
- C=CCNC(=S)NNC(=O)c1cc(O)ccc1O
→ -7	-10	32	7	1.1	-17	1.2	12	5
- COc1ccc2c(c1)c(CC(=O)OCC(=O)O)c(C)n2C(=O)c1ccc(Cl)cc1
→ 3	-11	-1&-1	24	1.0	1	-0.2	-6	11&15
- COc1ccc(C(=O)CSc2cc(C)nc3nc(C)nn23)cc1OC
→ -2	13	-10	8	0.1	3	2.3	-6	5
- CCCCC[n+]1ccn(-c2nc3ccccc3nc2[N-]S(=O)(=O)c2ccc(C)cc2)c1
→ 6	2	-9	-4	0.0	12	-0.1	-1	10
- CC(Oc1cccc(Cl)c1)C(=O)Nc1ccc([N+](=O)[O-])cn1 (centres undefined)
→ 0	7	-25	-7	-0.5	64	-1.1	-12	8
- COC(=O)c1ccc(CSc2ncnc3c2sc2nc(N4CCOCC4)c4c(c23)CCCC4)o1
→ 13	.	.	.	0.8	.	-0.5	-31	3
- CCOC(=O)N1CCN(C(=O)Nc2ccc3nc(C)c(C)nc3c2)CC1
→ 3	-1	17	-3	0.5	-16	0.1	12	15
- O=C(c1ccc([N+](=O)[O-])cc1)N1CCSC1c1ccccc1Cl (centres undefined)
→ 0	-2	19	17	0.5	-3	-0.3	-3	4
- Cc1cccc(N2C(=O)c3ccc(C(=O)Nc4c[nH]c(=O)[nH]c4=O)cc3C2=O)c1
→ .	2	16	5	0.5	-13	1.8	-11	3
- Nc1cc(OCC(F)(F)F)cc(OCC(F)(F)F)c1
→ -3	-8	17	-8	-0.1	-7	-2.1	6	6
- O=C(CSc1nc2ccccc2[nH]1)Nc1ccc2c(c1)CCC2
→ -4	-11	18	13	0.2	12	-1.4	-6	4
- CC(=O)OC[C@H]1O[C@H](CCO/N=C(\C)CCN2CCCc3nc(C)c(C)cc32)C=C[C@@H]1OC(C)=O
→ -1	-5	20	-13	0.9	10	1.4	-25	6
- Cc1ccc(S(=O)(=O)/N=C(\c2ccc(F)cc2)n2c(C)nc3ccccc32)cc1
→ 3	37	10	9	0.8	-5	2.7	23	11
- CCC(C(=O)NC1CCCC1)N(Cc1cccs1)C(=O)Cn1nnc(-c2ccc(OC)c(OC)c2)n1 (centres undefined)
→ 3	-5	26	20	-0.4	17	3.3	-14	11
- CC(C)N(C(=O)COC(=O)[C@@H]1CC(O)CN1S(=O)(=O)c1ccc(C(C)(C)C)cc1)C(C)C (some centres undefined)
→ 1	2	-28	21	-0.3	-3	0.4	-7	13
- N#C/C(=C\c1ccc([N+](=O)[O-])cc1)c1nc(C2CC2)cs1
→ 3	-3[fluorescence artefact?]	-20	16	1.0	-2	0.4	-22	8
- C/C(=N\NC(=O)c1ccc(N2CCCC2=O)cc1)c1ccncc1
→ .	-2	28	-1	0.8	50	3.3	10	7
- Cn1cc(SCC(=O)NCc2ccc(F)cc2)c2ccccc21
→ -4	-11	-18	8	-0.6	17	-3.2	2	10
- CCc1ccc2nc3c(c(C(=O)O)c2c1)CCC3
→ 12	4	21	12	0.5	24	1.1	-14	1
- CC(=O)Cc1cc(=O)c2c(C)cc(O)c(C3OC(CO)C(O)C(O)C3O)c2o1 (centres undefined)
→ .	2	9	3	.	-9	.	.	20
- Cc1nc2ccccc2n1S(=O)(=O)c1ccc(S(=O)(=O)N2CCCCCC2)cc1
→ -1	51[fluorescence artefact?]	5	10	0.6	2	1.0	-7	4
- CCSc1cc(N2CC(C)OC(C)C2)nc(-c2ccccc2Cl)n1 (centres undefined)
→ 7	1	47	30	0.0	60	-0.5	-21	5
- Cc1ccc(S(=O)(=O)N[C@H](C(=O)N2CCC3(O)CCCCC3C2)c2ccccc2)cc1 (some centres undefined)
→ 4	-7[fluorescence artefact?]	30	13	-0.2	-13	0.4	10	3
- CC(=O)n1c2ccccc2c2ccccc21
→ -2	2	44	11	-1.2	-13	-1.3	-1	3
- CCC(C)NC(=O)CSc1nc2ccsc2c(=O)n1NC(=O)c1ccccc1 (centres undefined)
→ 9	-2	14	28	0.0	9	-1.2	7	1
- N#C/C(=C/c1ccc(Br)o1)C(N)=S
→ .	9	7	-2	0.4	-12	-0.4	4	7
- CNC(=O)CCN(Cc1ccco1)S(=O)(=O)c1ccc(OC)c(OC)c1
→ .	-1	15	19	0.5	-4	-0.2	22	4
- COC(=O)c1ccccc1N1C(=O)[C@@H]2C(c3ccc(Br)cc3)=NO[C@@H]2C1=O
→ 7	6	-15	19	0.8	14	1.6	-18	11

# Next section.
# Every second line gives: NPY-Y1 antag	14-3-3 Bad inh	EP2 mod	PPC-1+TRAIL kill	TRPML3 agonist	CHOP inhibitor	TRPN1 ag	NPY1 pot ag	EP2 antag
- Cc1ccc2oc(=O)n(CCOc3ccccc3C)c2c1
→ 15	10	42	20	-1.0	28	-2.5	-11	13
- CCOc1ncccc1C(=O)OCC(=O)Nc1cc(S(=O)(=O)N(CC)CC)ccc1C
→ 6	-15	5	-6	0.5	-6	0.7	-3	4
- CCSc1nnc(NC(=O)C(C)C)s1
→ 2	0	2	0	0.8	41	1.2	12	10
- O=C1NC(c2cccc([N+](=O)[O-])c2)Oc2ccccc21 (centres undefined)
→ 1	-10	-6	-8	0.8	5	0.7	-13	3
- CCOC(=O)c1cc(C)[nH]c(=O)c1C#N
→ .	10	-1	8	-0.2	-9	0.3	-2	10
- CN(C)c1cccc(N=C2C=C(N3CCOCC3)CC(C)(C)C2)c1
→ -2	3[fluorescence artefact?]	17	0	0.4	13	-0.8	1	8
- CCN(CC)c1ccc(-c2nn3c(-c4cccnc4)nnc3s2)cc1
→ 2	-12	-45	20	-1.1	-19	-0.8	0	.
- CC1(C)CC(=O)c2c(-c3cccs3)n[nH]c2C1
→ -7	3	12	19	0.7	52	1.0	-9	8
- Cc1ccc(-c2nc3ccc(C(=O)O)cc3nc2-c2ccc(C)cc2)cc1
→ 4	14	13	9	0.1	11	1.6	7	10
- CCOC(=O)c1cnc2c(c(C)nn2C)c1Oc1ccccc1F
→ .	-5	18	13	0.0	20	-1.9	-12	11
- COc1cc(C2Nc3ccccc3C(=O)N2c2ccc3c(c2)OCCO3)ccc1OCC(C)C (centres undefined)
→ -8	0	1	27	-0.2	18	-0.3	18	8
- Clc1nc2nc3n(c2nc1Cl)CCC3
→ .	16	6	14	0.0	-5	0.0	11	4
- O=C(O)c1ccc(-c2ccc(/C=N/Nc3ccc([N+](=O)[O-])cc3)o2)cc1
→ .	-3	-79	-1	24*	-44	39*	12	46*
- CN(c1ccccc1)S(=O)(=O)c1cccc(NC(=O)CN2CCc3ccccc3C2)c1
→ 4	-7	-6	4	0.6	24	0.2	-24	5
- CCOC(=O)C1(Cc2cccc(F)c2)CCN(C(=O)c2ccoc2C)CC1
→ 11	-3	-7	5	-1.4	14	-1.6	2	0
- COC(=O)c1nn(-c2ccccc2)c(Sc2ccccc2)c1/C=N/O
→ 6	-2[fluorescence artefact?]	16	8	-0.9	18	-1.8	11	11
- CC1CCN(CCOCCOc2ccccc2-c2ccccc2)CC1
→ 15	30[fluorescence artefact?]	-19	20	0.4	24	-0.6	-16	11
- O=C(N/N=C/c1cccc(C(F)(F)F)c1)c1ccc(O)cc1
→ 5	-9	-13	30	-0.3	9	0.1	-7	5
- O=C(NCC1CCCO1)C1CCN(c2ccc(S(=O)(=O)N3CCCC3)cc2)CC1 (centres undefined)
→ -5	-6	9	19	1.9	35	1.7	5	8
- Cn1c(=O)oc2cc(S(=O)(=O)N3CCc4ccccc43)ccc21
→ .	4	-15	30	1.8	18	2.8	-7	7
- CCOc1ccc(C(=O)Nc2cccc3ncccc23)cc1Br
→ -3	-2	-57	17	1.1	40	2.4	-10	12
- COC(=O)c1ccc(N2C(=O)c3cc(N4CCOCC4)c([N+](=O)[O-])cc3C2=O)cc1
→ 3	3	-1	-4	0.2	6	-0.1	4	8
- CCn1nc(NC(=O)c2ccncc2)c2cc3ccccc3nc21
→ -9	1	26	24	0.3	14	1.6	4	11
- O=C(CN(C(=O)Cn1nnc(-c2ccccc2F)n1)c1cnc2ccccc2c1)NCC1CCCO1 (centres undefined)
→ 3	-4	-13	11	1.0	-12	-0.5	5	7
- Cc1c(Cl)cccc1NC(=S)NC1CCN(C(C)C)CC1
→ 7	-16	-29	13	0.5	-12	0.9	-3	8
- COC(=O)c1cc(-c2ccc(NC(C)=O)cc2)nc2ccccc12
→ 1	-8	-23	10	0.4	17	0.7	-2	12
- N#CC1=C(Nc2ccccc2Cl)SC(c2ccccc2O)NC1=O (centres undefined)
→ .	-7	23	12	-0.3	10	-2.0	18	1
- Cn1c(=O)[nH]c(=O)c2c1nc(N/N=C/C(Br)=C/c1ccccc1)n2CCO
→ .	14	-18	12	0.0	8	-0.5	17	11
- CC(C)N1CCC(N2CCN(CCCc3ccccc3)CC2CCO)CC1 (centres undefined)
→ 2	-7	-15	24	0.5	5	0.7	7	11
- Cc1ccccc1-c1nsc(SCC(=O)c2ccc(Cl)cc2)n1
→ 1	2[fluorescence artefact?]	38	16	1.0	32	0.6	-4	2

# (list continues)
# Every second line gives: NPY-Y1 antag	14-3-3 Bad inh	EP2 mod	PPC-1+TRAIL kill	TRPML3 agonist	CHOP inhibitor	TRPN1 ag	NPY1 pot ag	EP2 antag
- COCCNC(=O)CCn1nc(-c2ccc(Cl)cc2)ccc1=O
→ -1	1	6	26	0.4	31	1.1	1	18
- Cc1onc(-c2ccccc2)c1C(=O)N1CCOC12CCN(c1cccc(F)n1)CC2
→ -1	4	28	8	-0.5	21	-0.2	-12	4
- Cc1onc(-c2c(F)cccc2Cl)c1C(=O)Nc1sc2c(c1C(N)=O)CCC2
→ 14	-7	50	4	0.8	56	-1.8	2	7
- C=CCn1c(CNC(=O)c2cccs2)nnc1SCC(=O)Nc1ccc(C(=O)O)cc1
→ 3	4[fluorescence artefact?]	-7	15	0.5	2	-1.1	5	7

# These rows are one share of the data. The share of hits here may be higher or lower than overall.
